Screening data deposited in PubChem BioAssay by several laboratories.
Efflux pump inh: inhibitors of Candida efflux pumps in yeast, primary screen, S. cerevisiae, Nile Red, multiplex; inhibition, % at 10 µM; S. cerevisiae Candida pump triplex; 330,000 compounds, 0.44% hits; AID 485275, 2010;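 active = plate passing quality check with inhibition over a set limit, or well fluorescence over plate mean plus 4 SD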;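 also: Nile Red retained in pooled yeast measured as flow cytometry median fluorescence; 0% = buffer negative control and 100% = Enniatin B positive control; higher means more Nile Red kept so more efflux inhibition; some compounds called inactive have numbers as strong as hits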
CTSL1 counter: Fasciola hepatica cathepsin L1 inhibitors, primary screen, counter-screen for PFM18AAP inhibitor project, biochemical, QFRET, fluorogenic peptide substrate; inhibition, % at 5.96 µM; 300,000 compounds, 0.49% hits; recombinant F. hepatica cathepsin L1, Z-Leu-Arg-MCA fluorescence;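 active = inhibition above the mean of all tested compounds plus 3 SD, set per screening campaign, cut at about 17% in these data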;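 also: 0% = plate median of test compound wells and 100% = 1 µM Z-Phe-Ala-diazomethylketone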
ZTA counter: blocks Epstein-Barr virus ZTA, an EBNA-1 counter-screen. P03206. ZTA-DNA binding, fluorescence polarization. inhibition, % at 11 µM. 320,000 compounds, 0.15% hits. AID 2234; in the data active = inhibition above about 33%
Target sequence (P03206 whole entry, looked up): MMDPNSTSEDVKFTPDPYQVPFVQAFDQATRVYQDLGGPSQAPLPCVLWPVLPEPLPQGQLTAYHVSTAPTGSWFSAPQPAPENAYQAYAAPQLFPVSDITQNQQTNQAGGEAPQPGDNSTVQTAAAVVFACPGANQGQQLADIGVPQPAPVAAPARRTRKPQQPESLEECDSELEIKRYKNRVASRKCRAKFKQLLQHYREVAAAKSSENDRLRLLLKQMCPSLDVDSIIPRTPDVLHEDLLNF
PP1 inh: PP1-alpha phosphatase inhibitors, primary screen, counter-screen for PP5 inhibitor project, biochemical, fluorescence, OMFP substrate, single point; purified PP1alpha; 320,000 compounds, 0.9% hits; inhibition, % at 6.7 µM;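 active = inhibition above the mean inhibition of all tested compounds plus 3 SD, computed separately for each screening campaign, cut at about 15% in these data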
Target sequence (P62136 whole entry, looked up): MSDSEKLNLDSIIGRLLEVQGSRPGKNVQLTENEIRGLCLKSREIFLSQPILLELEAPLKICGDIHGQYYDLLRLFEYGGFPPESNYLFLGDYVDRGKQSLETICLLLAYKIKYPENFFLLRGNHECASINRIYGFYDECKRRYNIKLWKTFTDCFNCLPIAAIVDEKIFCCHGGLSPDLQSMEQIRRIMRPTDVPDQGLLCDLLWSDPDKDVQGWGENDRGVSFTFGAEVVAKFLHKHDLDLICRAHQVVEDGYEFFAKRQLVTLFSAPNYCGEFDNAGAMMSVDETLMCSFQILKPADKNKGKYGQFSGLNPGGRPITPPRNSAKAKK
core dimer inh: inhibitors of HCV core protein dimerization, primary screen, biochemical, TR-FRET, high-throughput; inhibition, % at 5 µM; AID 1899, 2009; TR-FRET GST/Flag-core106 dimerization, 1536-well; 300,000 compounds, 0.33% hits;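 active = inhibition above the mean of all tested compounds plus 3 SD, set per screening campaign, cut at about 45% in these data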
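System: GST-tagged and Flag-tagged HCV core protein residues 1-106 / Input: core106 proteins, GST 13.5 nM and Flag 17 nM / Buffer or medium: KF-containing HEPES buffer, pH 7.45, DTT, CHAPS, BSA / Probe or stimulus: Eu-anti-GST and XL665-anti-Flag labelled anti-tag antibodies / Schedule: 4 h, 22.5 °C incubation / Technique: TR-FRET 671 and 617 nm emission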
PP5 primary: PP5 phosphatase inhibitors, primary screen, biochemical, fluorescence | inhibition, % at 6.7 µM | 320,000 compounds, 0.18% hits | purified PP5c, OMFP substrate fluorescence | Serine/threonine-protein phosphatase 5 (Homo sapiens), P53041 | AID 1987, 2009;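 active = inhibition above the campaign's mean inhibition across all tested compounds plus 3 SD, cut at about 9.5% in these data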;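 also: 0% = DMSO only and 100% = 100 µM cantharidin control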
Target sequence (P53041 whole entry, looked up): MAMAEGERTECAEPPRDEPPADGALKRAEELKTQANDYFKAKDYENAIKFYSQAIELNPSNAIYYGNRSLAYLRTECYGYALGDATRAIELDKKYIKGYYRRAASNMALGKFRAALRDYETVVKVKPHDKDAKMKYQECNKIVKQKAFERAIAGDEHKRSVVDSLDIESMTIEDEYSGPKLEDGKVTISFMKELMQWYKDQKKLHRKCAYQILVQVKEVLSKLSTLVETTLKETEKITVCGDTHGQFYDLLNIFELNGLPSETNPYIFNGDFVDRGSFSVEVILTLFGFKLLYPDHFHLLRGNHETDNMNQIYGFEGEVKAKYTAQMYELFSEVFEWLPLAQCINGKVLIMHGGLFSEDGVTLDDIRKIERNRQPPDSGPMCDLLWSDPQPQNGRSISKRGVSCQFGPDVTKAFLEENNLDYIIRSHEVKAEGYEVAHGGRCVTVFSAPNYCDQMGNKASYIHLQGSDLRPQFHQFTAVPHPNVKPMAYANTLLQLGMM
EBNA-1 inh: EBNA-1 DNA-binding inhibitors, primary screen, biochemical, fluorescence polarization; inhibition, % at 14.8 µM; 300,000 compounds, 0.34% hits; AID 1950, 2009; in the data active = inhibition above about 28%
PREPL inhibitor: PREPL enzyme inhibitors, primary screen, biochemical, fluorescence polarization; recombinant PREPL, fluorescence polarization activity-based probe; inhibition, % at 5.96 µM; 320,000 compounds, 0.68% hits; AID 2751, 2010; in the data active = inhibition above about 43%;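 also: 0% = enzyme with DMSO and 100% = wells lacking enzyme; many of its hits are not listed in these tables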
TPT1 inhibitor: Candida albicans TPT1 enzyme inhibitors, primary screen, biochemical, fluorescence polarization | recombinant caTPT1, FP RNA substrate dephosphorylation | inhibition, % at 5 µM | 300,000 compounds, 0.81% hits;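 active = inhibition above the mean of all tested compounds plus 3 SD, set per screening campaign, cut at about 24% in these data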;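 also: plate controls were DMSO alone for no effect and ferristatin control at 100 nM for full effect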
* = called active by the depositor; . = not tested or not shown.

canonical_smiles | Efflux pump inh | CTSL1 counter | ZTA counter | PP1 inh | core dimer inh | PP5 primary | EBNA-1 inh | PREPL inhibitor | TPT1 inhibitor
CC(Cc1cccs1)NC(=S)Nc1ccc(Cl)c(Cl)c1 (stereo not given) | -0.2 | 5.3 | -4.9 | -1.6 | -0.8 | 0.8 | 3.0 | -2.2 | -3.4
COc1ccc(CCNC(=O)Cn2nnc(-c3ccc(N(C)C)cc3)n2)cc1OC | 0.1 | 0.5 | 1.4 | -2.0 | -3.7 | 1.4 | -4.1 | 10.2 | 4.7
O=C(CCc1ccccc1)NNC(=O)Nc1ccc(Br)cc1 | 0.3 | -0.1 | -3.9 | -1.0 | -4.2 | 3.8 | 3.4 | -5.3 | -1.5
COc1cc2sc3ccc(-c4ccc(N(C)C)nc4)cc3c(=O)c2cc1OC | -0.1 | 9.2 | 11.8 | -2.8 | -12.2 | -10.7 | 4.5 | 33.5 | -7.0
O=C(CCCn1c(=O)[nH]c2cc(Cl)ccc2c1=O)NCCC1=CCCCC1 | 0.0 | 0.9 | -5.7 | -3.9 | 0.2 | 1.4 | -2.2 | -1.3 | -2.7
Cc1ccc(/C(N)=N/OC(=O)CCCc2ccccc2)cc1 | -0.4 | -51.4 | -3.6 | 1.5 | -4.7 | -0.9 | -5.3 | -6.6 | -1.2
CC1(C)OC2OC(C(=O)N/N=C/c3cc(Br)ccc3O)C3OC(C)(C)OC3C2O1 (stereo not given) | 0.1 | -0.9 | -5.7 | 0.6 | -2.4 | 4.6 | 1.4 | -0.1 | -0.3
Cc1cc(C)cc(N2CC(C)(C)C2=O)c1 | -0.3 | -3.9 | 1.6 | -5.6 | -3.8 | -1.3 | 8.5 | -0.2 | -3.0
Cc1ccc(CN2CCN(CC(=O)N/N=C/c3ccc(C)o3)CC2)cc1 | 0.1 | 0.9 | 8.7 | -2.5 | -1.0 | -0.8 | -12.0 | 4.8 | 0.4
CCOC(=O)C(=CNc1cccnc1Oc1ccc(C)c2c1CCC2)C(=O)OCC | 0.1 | 3.9 | -3.3 | -2.2 | -1.2 | -0.8 | -2.4 | -1.4 | 0.1
COc1ccc(C(=O)CC(Nc2ccc([N+](=O)[O-])cc2)c2ccc(OC)cc2)cc1 (stereo not given) | 0.0 | 1.6 | -2.0 | 0.8 | 7.9 | 2.6 | 11.9 | -8.4 | -0.8
COc1ccc(S(=O)(=O)N2CCN(C(=O)CCOc3ccccc3)CC2)cc1OC | -0.2 | . | -2.7 | -1.4 | . | 0.5 | . | 0.9 | .
COc1ccc(-c2nnc(SC(C)C#N)o2)cc1 (stereo not given) | 0.1 | -4.4 | -4.8 | -4.0 | -2.6 | 0.3 | 0.9 | -9.8 | 0.2
O=C(Nc1ccc(F)cc1)c1cc(S(=O)(=O)Nc2ccc(F)cc2)cs1 | 0.1 | 3.1 | 6.9 | 1.1 | -1.6 | 3.6 | -1.9 | -45.7 | 5.0
O=C(Nc1cccc(-n2cnnn2)c1)c1cccs1 | -0.2 | 7.1 | 1.9 | -2.3 | -12.1 | -0.7 | -4.5 | 14.2 | -1.6
Nc1nonc1-n1nnc(C(=O)N/N=C/c2ccccc2F)c1CN1CCOCC1 | -0.1 | 1.8 | 6.5 | -2.5 | -1.3 | 2.9 | 8.1 | 2.1 | 12.0
CC1(C)CNC(=O)CC(C)(C)N1 | -0.1 | 0.2 | -11.1 | 1.4 | -10.9 | 3.5 | -7.4 | -0.1 | -6.0
CCC1(C)Cc2ccccc2-c2nc(-c3ccccc3)oc(=O)c21 (stereo not given) | 0.0 | -1.3 | 5.5 | -3.3 | -5.3 | 1.5 | -12.3 | -0.7 | 1.8
O=C(Cn1cnc2ccccc21)OCC(=O)N1CCCc2ccccc21 | 0.1 | -3.2 | 6.4 | -1.7 | -0.5 | 3.9 | 1.6 | 4.3 | 3.9
O=C(/C=C/c1ccc(F)cc1)NCCC1=CCCCC1 | -0.2 | 1.1 | 7.7 | 2.7 | 12.5 | 3.1 | 0.2 | -6.1 | 0.0
Cn1c(=O)c2c(nc(Cl)n2Cc2ccncc2)n(C)c1=O | -0.1 | -2.2 | -4.9 | -1.6 | -4.5 | -0.8 | -8.5 | 4.3 | 1.0
CCOC(=O)N1CCC(NC(=O)CCC(=O)c2ccccc2)CC1 | -0.4 | 6.6 | -25.7 | -0.1 | -7.4 | -5.4 | -3.4 | 6.2 | -2.7
N#Cc1c(-c2ccccc2Cl)noc1/C=C/Nc1ccc(C(=O)O)cc1 | -0.1 | 3.4 | 7.0 | 2.3 | 3.6 | 0.8 | 10.4 | -9.1 | 4.0
COC(=O)c1ccccc1NC(=O)COC(=O)c1ccccc1N=Nc1ccc(N(C)C)cc1 | -0.1 | 4.0 | -10.7 | -0.5 | 3.3 | 1.7 | 14.4 | -12.2 | 0.2
Fc1cccc(CSc2nnc3c(n2)[nH]c2ccccc23)c1 | 0.0 | -3.4 | -17.3 | 0.8 | -8.0 | 2.9 | -3.8 | -9.3 | 2.5
COc1ccc2c(N)c(C(=O)NN)[nH]c2c1 | 0.0 | -1.7 | 1.1 | -3.8 | -11.4 | -1.2 | 0.7 | 6.8 | 6.8
COc1cccc(N2CCN(S(=O)(=O)c3ccc4c(c3)NC(=O)C(C)C(=O)N4)CC2)c1 (stereo not given) | 0.0 | -0.2 | 21.0 | -1.3 | 12.6 | -2.0 | 7.1 | 8.3 | 1.5
CCc1cc2c(=O)c(-c3nc(C)cs3)coc2cc1O | -0.1 | 4.6 | 10.0 | 19.6* | 0.9 | 0.1 | 13.1 | 13.8 | -2.6
CCOC(=O)c1cnc2[nH]c3ccccc3n2c1=O | 0.1 | 5.1 | 16.1 | -5.7 | 2.5 | -1.6 | -0.7 | -5.3 | 0.7
COc1ccc(C(=O)NC(=S)NC(C)C)cc1Br | 0.2 | 2.4 | 1.2 | -3.9 | -10.3 | 3.5 | 4.8 | -3.5 | 3.1
Cc1ccc(S(=O)(=O)N(C)CC(=O)N2CCN(Cc3ccc4c(c3)OCO4)CC2)cc1 | 0.0 | 1.1 | 1.8 | -0.3 | -5.5 | -0.1 | -8.5 | 8.1 | 0.6
CCc1nccn1S(=O)(=O)c1ccc2ccccc2c1 | -0.7 | -6.3 | -1.3 | -4.2 | -4.0 | -0.1 | 0.4 | 1.7 | -6.5
Cc1oc(-c2ccc(Cl)cc2)nc1CN1CCCC(C(=O)NCCCN2CCOCC2)C1 (stereo not given) | -0.1 | 2.2 | 1.7 | -2.2 | 1.6 | 2.9 | -4.7 | 23.6 | 0.8
CCOc1ccc(C(=O)NCCC(=O)N2CCC3(CC2)NCCc2[nH]cnc23)cc1 | 0.2 | -2.4 | -3.5 | -5.1 | -4.1 | 1.8 | -1.8 | 2.5 | -1.4
Nc1cc(S(=O)(=O)N2CCCCC2)ccc1Oc1ccc(Cl)cc1 | 0.1 | -0.2 | -5.5 | 1.1 | 0.7 | 1.1 | -6.3 | 13.4 | 3.4
Cc1cccc(N2CCN(C(=O)c3ccc4c(c3)OCCO4)CC2)c1C | 0.1 | 1.8 | 9.8 | -0.1 | -5.6 | 0.2 | 13.2 | -3.8 | 1.5
Cc1ccccc1N(CC(=O)NCc1ccco1)C(=O)CNS(=O)(=O)c1ccc(F)cc1 | 0.1 | -1.5 | -2.1 | -3.5 | -7.8 | 1.1 | -27.0 | -9.3 | 1.7
COc1ccccc1CNc1ccc(CNc2ncn[nH]2)cc1 | -0.1 | 2.6 | -13.6 | -1.6 | -1.4 | -2.1 | 2.1 | 10.9 | -3.8
O=C(CCCOc1ccc(Cl)cc1Cl)N1CCc2ccccc2C1 | 0.4 | 5.4 | -8.8 | 2.3 | -0.6 | 1.1 | -14.7 | -7.9 | 1.5
O=C(CCNS(=O)(=O)c1cccc2nsnc12)NC1CCCc2ccccc21 (stereo not given) | 0.1 | -14.6 | -5.0 | 3.4 | 2.7 | 1.6 | -9.7 | -5.0 | 1.6

Individual results from the entries so far:
PREPL inhibitor result of Cc1ccccc1N(CC(=O)NCc1ccco1)C(=O)CNS(=O)(=O)c1ccc(F)cc1 is entered as -9.3
PP1 inh result of O=C(CCCn1c(=O)[nH]c2cc(Cl)ccc2c1=O)NCCC1=CCCCC1 is entered as -3.9

(list continues)
canonical_smiles | Efflux pump inh | CTSL1 counter | ZTA counter | PP1 inh | core dimer inh | PP5 primary | EBNA-1 inh | PREPL inhibitor | TPT1 inhibitor
Cc1cccn2cc(CCNS(=O)(=O)c3cccc([N+](=O)[O-])c3)nc12 | 0.0 | -2.0 | 3.3 | -1.2 | 0.2 | -0.9 | -7.8 | 4.3 | 3.3
O=C(/C=C1\SC(=O)N(CC(=O)Nc2ccc(F)cc2)C1=O)Nc1ccc(Cl)cc1 | -0.3 | -0.8 | 12.5 | 0.3 | -1.8 | -1.5 | 7.7 | -6.6 | 1.5
O=C(OCC(=O)N1CCCCC1)c1cc(NS(=O)(=O)c2ccc(Cl)c([N+](=O)[O-])c2)ccc1O | -0.1 | 5.2 | 0.4 | -1.1 | 0.9 | 7.9 | -16.8 | -1.5 | 0.8
O=C1CCC(C(=O)OCc2nnc(-c3ccccc3)o2)=NN1 | 0.2 | -4.6 | 6.7 | -4.0 | 1.0 | -0.7 | 8.0 | 3.3 | 1.1
C/C=C/c1ccc(OCC(=O)Nc2cc(Cl)ccc2-n2cncn2)c(OC)c1 | 0.0 | 1.5 | -11.1 | -0.4 | -1.4 | 4.5 | -5.2 | -11.2 | -1.6
COc1ccc(NC(=O)CSc2nc3ccccc3nc2N2CCCCC2)cc1 | 0.2 | 1.7 | 12.2 | 3.6 | 5.7 | -2.8 | 18.6 | 0.8 | 3.0
CC(=O)N1N=C(c2ccncc2)OC1(Cc1ccccc1)Cc1ccccc1 | -0.1 | 0.1 | 9.8 | 3.0 | 2.2 | -0.7 | -3.6 | -10.3 | -0.9
Nc1ccc(S(N)(=O)=O)cc1 | 0.0 | -1.0 | -3.6 | -2.7 | 12.0 | -1.0 | -4.0 | -2.2 | 1.2
Cc1cccc(C)c1NC(=O)CNC(=O)c1cccnc1 | 0.0 | 1.4 | -16.1 | -1.1 | -8.6 | -2.6 | 12.7 | 12.8 | -0.6
O=C1NCCCCC1NS(=O)(=O)c1ccccc1 (stereo not given) | -0.2 | 0.7 | -17.9 | 2.0 | -12.2 | -0.7 | -4.1 | 3.7 | 2.1
COC(=O)CC(NC(=O)c1ccc(C)cc1)c1ccccc1 (stereo not given) | 0.0 | -1.1 | -2.6 | -3.1 | -3.8 | 3.5 | 2.4 | 21.6 | -3.2
CCCn1c(SCC(=O)NC2CCCCC2)nnc1-c1ccco1 | 0.5 | -1.0 | 3.7 | 2.2 | 12.4 | 1.2 | 5.1 | -13.6 | -2.0
Nc1ccn([C@H]2CC[C@@H](CO)O2)c(=O)n1 | 0.0 | 0.8 | 2.5 | 0.5 | 0.4 | 1.5 | 2.3 | -4.7 | 1.0
Cc1ccc(C(=O)NC(=S)Nc2ccc(Oc3ccc(Cl)cc3)cc2)cc1 | -0.1 | -0.5 | -6.2 | -1.7 | 1.9 | 1.2 | 4.7 | 3.1 | -4.5

These rows are one share of the data; rates above refer to the full screens.
